# C diff growth = C. difficile growth inhibition | AID 1259249 | 86,000 compounds, 0.25% hits | Clostridium difficile clinical isolate growth, OD600, 24 h; active compounds read low | growth activity, negative = inhibition, % at 16 µg/mL (by protocol);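 active = mean growth activity at or below -80% and every replicate also at or below -80%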;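 also: 0% = DMSO wells and -100% = levofloxacin 16 µg/mL wells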
# KDM4C inh = inhibitors of human demethylase GASC-1 KDM4C; Q9H3R0; GST-KDM4C 2-372, H3K9me3 peptide, LANCE TR-FRET; inhibition, % at 12.5 µM; 96,000 compounds, 0.15% hits; AID 720574;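 active = mean replicate inhibition above about 25%, with at least 55% of replicates also reaching it, limit read from the data, passing the limit was not always enough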
# Target sequence (Q9H3R0 2-372 limits assumed): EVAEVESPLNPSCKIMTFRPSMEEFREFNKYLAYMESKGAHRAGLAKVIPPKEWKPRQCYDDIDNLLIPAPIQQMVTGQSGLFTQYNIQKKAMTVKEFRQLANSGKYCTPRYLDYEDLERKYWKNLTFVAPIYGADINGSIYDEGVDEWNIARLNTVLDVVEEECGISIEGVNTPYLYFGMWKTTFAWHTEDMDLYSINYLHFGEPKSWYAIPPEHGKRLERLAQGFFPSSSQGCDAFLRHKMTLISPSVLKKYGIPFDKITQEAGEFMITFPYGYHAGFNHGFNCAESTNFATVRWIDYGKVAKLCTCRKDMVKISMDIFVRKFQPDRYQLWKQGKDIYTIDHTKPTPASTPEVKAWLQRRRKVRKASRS
#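 System: N-terminal GST-fused human GASC-1 (KDM4C) fragment, residues 2-372 / Amount: 10 nM GST-KDM4C in enzyme reaction / Also added: H3K9me3 peptide with Fe(II)/2OG / Times: 30 min demethylation and 1 h detection at room temperature / Signal: LANCE TR-FRET / Read-out basis: Fall in 671/618 emission ratio as inhibition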
# Pf Dd2 growth = P. falciparum Dd2 growth inhibition | 94,000 compounds, 2.3% hits | SYBR Green, 72 h; active compounds read low | AID 1159554 | activity change, % at 10 µM; in the data active = activity change below about -80%
# Tcruzi prolif = inhibitors of T. cruzi proliferation; 77,000 compounds, 5.9% hits; AID 624255; T. cruzi beta-gal in NIH3T3, GalScreen luminescence, 90 h; inhibition, % at 8.34 µM;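 active = mean inhibition above about 93%, with at least 55% of replicates each passing it, limit read from the data, passing the limit was not always enough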
# The depositor's hits bear a star; / = no result given; & = joins results of further samples.
# Values run as follows: C diff growth, KDM4C inh, Pf Dd2 growth, Tcruzi prolif
CN(C)C(=O)[C@@H]1[C@@H](CO)[C@@H]2Cn3c(ccc(-c4cccc(F)c4)c3=O)[C@@H]2N1C(=O)c1cnccn1
    -1.5, 0.3, /, 57.1
C[C@H]1CN([C@@H](C)CO)S(=O)(=O)c2ccc(C3=CCCC3)cc2O[C@@H]1CN(C)S(=O)(=O)c1cn(C)cn1
    -2.9, -1.1, -19.4, -79.8
COc1ccc(S(=O)(=O)Nc2ccc3c(c2)C(=O)N([C@@H](C)CO)C[C@@H](C)[C@@H](CN(C)C(=O)Nc2c(C)noc2C)O3)cc1
    0.8, -2.8, 49.3, -3.9
CC(C)NC(=O)Nc1cccc2c1O[C@H](CN(C)S(=O)(=O)c1ccc(Cl)cc1)[C@@H](C)CN([C@@H](C)CO)C2=O
    0.2, 11.1, 2.5, /
O=C(Cc1ccncc1)NCC[C@@H]1CC[C@H](NC(=O)C2CCCC2)[C@H](CO)O1
    -0.6, 0.7, -0.5, /
Cc1noc(C)c1NC(=O)Nc1cccc2c1O[C@@H](CN(C)Cc1ccc(C(F)(F)F)cc1)[C@@H](C)CN([C@H](C)CO)C2=O
    -1.0, -0.1, -9.7, -1.5
O=C(C[C@H]1CC[C@@H](NC(=O)Nc2cc(F)ccc2F)[C@H](CO)O1)NCc1ccccn1
    /, -1.3, -21.4, -45.6
CCC(=O)N1CC2(C1)CN(Cc1ccc3c(c1)OCO3)[C@H](CO)c1c2c2ccc(OC)cc2n1C
    -5.8, 0.2, -21.4, /
CCCC#Cc1cnc2c(c1)C(=O)N([C@@H](C)CO)C[C@H](C)[C@@H](CN(C)Cc1ccncc1)O2
    /, 2.1, -11.1, 42.8
Cc1ccc(S(=O)(=O)N[C@@H]2CC[C@@H](CCNC(=O)C3CCOCC3)O[C@H]2CO)cc1
    -1.4, -0.1, -2.6, -2.5
COc1ccc(NC(=O)Nc2ccc3c(c2)CC(=O)N([C@H](C)CO)C[C@@H](C)[C@H](CN(C)Cc2ccc(-c4ccccc4)cc2)O3)cc1
    60.0, -2.0, 9.2, 61.8
O=S(=O)(c1cccc(F)c1)N1[C@@H]2CNC[C@H]1C2c1ccc(-c2cccc(F)c2)cc1 (stereo partly specified)
    45.7&52.6, -0.6&-1.7, 4.6&-8.4, /
C[C@@H]1CCCCO[C@@H](CN(C)C(=O)NC2CCCCC2)[C@H](C)CN([C@H](C)CO)C(=O)c2cc(NS(=O)(=O)c3cn(C)cn3)ccc2O1
    0.1, -0.8, 2.4, 77.4
Cc1noc(C)c1NC(=O)N(C)C[C@H]1Oc2ccc(NC(=O)C3CC3)cc2CC(=O)N([C@H](C)CO)C[C@@H]1C
    -4.6, 0.8, 0.6, -11.6
CO[C@@H]1CN(C)C(=O)c2cc(NC(=O)NC(C)C)ccc2OC[C@H](C)N(Cc2cncnc2)C[C@H]1C
    -4.4, -0.2, 15.4, -1.6
C[C@H](CO)N1C[C@H](C)[C@@H](CN(C)C(=O)Nc2ccc3c(c2)OCO3)OCCCC[C@H](C)Oc2ccc(NC(=O)Nc3ccccc3)cc2C1=O
    -6.7, 0.6, 22.7, 51.0
C[C@@H](NC(=O)[C@H]1N[C@H]2c3ccc(-c4cncnc4)c(=O)n3C[C@H]2[C@@H]1CO)c1ccccc1
    4.1, 6.0, 6.7, 8.4
CC(C)NC(=O)Nc1ccc2c(c1)C(=O)N([C@H](C)CO)C[C@H](C)[C@@H](CN(C)C(=O)CCCN(C)C)OCCCC[C@@H](C)O2
    -1.3, -0.3, 3.2, 44.0
COCC#Cc1ccc2c(c1)O[C@H](CN(C)S(C)(=O)=O)[C@@H](C)CN([C@H](C)CO)S2(=O)=O
    3.9, -3.1, 23.6, 20.3
COc1ccc2c3c([nH]c2c1)[C@H](CO)N(Cc1ccc(Cl)cc1)CC31CCN(Cc2nccs2)CC1
    4.6, -0.7, -92.5*, /

# Only KDM4C inh, C diff growth and Tcruzi prolif, for some of the entries so far:
Structure | KDM4C inh | C diff growth | Tcruzi prolif
C[C@@H]1CCCCO[C@@H](CN(C)C(=O)NC2CCCCC2)[C@H](C)CN([C@H](C)CO)C(=O)c2cc(NS(=O)(=O)c3cn(C)cn3)ccc2O1 | -0.8 | 0.1 | 77.4
Cc1noc(C)c1NC(=O)N(C)C[C@H]1Oc2ccc(NC(=O)C3CC3)cc2CC(=O)N([C@H](C)CO)C[C@@H]1C | 0.8 | -4.6 | -11.6
CO[C@@H]1CN(C)C(=O)c2cc(NC(=O)NC(C)C)ccc2OC[C@H](C)N(Cc2cncnc2)C[C@H]1C | -0.2 | -4.4 | -1.6

# Additional records.
# Values run as follows: C diff growth, KDM4C inh, Pf Dd2 growth, Tcruzi prolif
COc1ccc(NC(=O)Nc2cccc3c2O[C@@H](CN(C)S(=O)(=O)c2ccc(C)cc2)[C@@H](C)CN([C@@H](C)CO)C3=O)cc1
    11.4, 2.1, -25.0, -96.6
Cc1noc(C)c1NC(=O)N(C)C[C@H]1Oc2c(NS(=O)(=O)c3c(C)noc3C)cccc2C(=O)N([C@@H](C)CO)C[C@H]1C
    7.8, 1.2, 15.8, 20.9
CO[C@@H]1CN(C)C(=O)c2cc(NC(=O)C3CC3)ccc2OC[C@H](C)N(CC2CCCC2)C[C@@H]1C
    -2.2, -0.9, 9.5, -32.1
COC(=O)C[C@@H]1CC[C@H]2[C@H](COc3ccc(NC(=O)Nc4ccc(C)cc4)cc3C(=O)N2C)O1
    -1.6, -1.0, -6.2, 45.3
COc1ccc2c3c(n(C)c2c1)[C@H](CO)N(C(=O)c1ccc(F)cc1)CC31CCN(C(C)=O)CC1
    -5.3, 1.3, 0.6, /
C[C@@H]1CN([C@H](C)CO)C(=O)c2cc(NC(=O)Cc3cn(C)c4ccccc34)ccc2O[C@@H]1CN(C)C(=O)Nc1cccc2ccccc12
    /, -3.5, -40.0, 43.2
COc1ccc2c3c([nH]c2c1)[C@H](CO)N(CC1CC1)CC31CCN(C(=O)c2ccc(F)cc2)CC1
    8.4, -1.6, -70.4, /
Cc1ccccc1S(=O)(=O)N1CCCCN2[C@H](CO)[C@H](c3ccc(C#CCN(C)C)cc3)[C@H]2C1
    7.5, 2.2, -17.0, 54.0
C[C@@H]1CCCCO[C@H](CN(C)S(=O)(=O)c2ccc(Cl)cc2)[C@@H](C)CN([C@@H](C)CO)C(=O)c2cc(NS(=O)(=O)c3ccccc3)ccc2O1
    -8.6, 2.5, -27.2, /
COCC(=O)Nc1ccc2c(c1)C(=O)N(C)C[C@@H](OC)[C@@H](C)CN(C(=O)NC(C)C)[C@@H](C)CO2
    /, -0.1, -9.1, 50.9

# (further entries)
mol	C diff growth	KDM4C inh	Pf Dd2 growth	Tcruzi prolif
COCC#Cc1cnc2c(c1)C(=O)N([C@@H](C)CO)C[C@@H](C)[C@H](CN(C)C(=O)c1cccc(F)c1)O2	-6.1	-2.5	-0.7	26.7
C[C@H](CO)N1C[C@H](C)[C@H](CN(C)Cc2ccc(Cl)c(Cl)c2)Oc2ccc(NS(=O)(=O)c3ccccc3)cc2CC1=O	0.5	/	33.3	0.7
COc1cccc(-c2ccc([C@H]3[C@H](CO)N4CCCCN(S(=O)(=O)c5cn(C)cn5)C[C@@H]34)cc2)c1	-11.0	0.2	5.8	71.9
C[C@@H]1CCCCO[C@@H](CN(C)Cc2ccccc2)[C@@H](C)CN([C@@H](C)CO)C(=O)c2cc(NS(C)(=O)=O)ccc2O1	8.5	-0.6	-14.2	28.4
CN(C)C(=O)[C@@H]1[C@@H](CO)[C@@H]2Cn3c(cccc3=O)[C@@H]2N1CC1CCCCC1	-5.2	4.9	7.9	/
Cc1ccc(S(=O)(=O)NCC[C@H]2CC[C@H](NS(=O)(=O)c3ccccc3Cl)[C@H](CO)O2)cc1	-11.7	-1.4	-45.5	12.8
C[C@@H]1CN([C@H](C)CO)C(=O)c2cc(NS(=O)(=O)c3ccccc3)ccc2O[C@@H]1CN(C)S(=O)(=O)c1cccs1	-5.6	-1.8	17.6	19.9
C[C@@H]1CN([C@H](C)CO)C(=O)c2cc(NC(=O)CCCN(C)C)ccc2O[C@@H]1CN(C)S(=O)(=O)c1cn(C)cn1	-1.9	0.0	13.9	13.7
CNC[C@@H]1Oc2ccc(NS(=O)(=O)c3ccc(Cl)cc3)cc2CC(=O)N([C@@H](C)CO)C[C@@H]1C	4.9	-1.5	14.4	/
CC=Cc1ccc2n(c1=O)C[C@@H]1[C@@H](CO)[C@H](C(=O)N3CCCCC3)[C@H]2N1C(=O)C1CC1 (mixture of isomers)	-1.6	-0.4	1.0	54.6
COc1ccc(CN(C)C[C@@H]2OCCCC[C@@H](C)Oc3ccc(NC(=O)NC(C)C)cc3C(=O)N([C@@H](C)CO)C[C@H]2C)cc1	-0.6	0.2	/	0.7
COc1ccc(S(=O)(=O)N(C)C[C@H]2Oc3ncc(Br)cc3C(=O)N([C@@H](C)CO)C[C@@H]2C)cc1	-5.6	23.1	-7.3	/
C[C@@H]1CCCCO[C@@H](CN(C)C(=O)c2ccccc2)[C@@H](C)CN([C@H](C)CO)C(=O)c2cc(NC(=O)c3ccncc3)ccc2O1	-1.8	-0.1	-1.6	-8.5
COc1ccc2c3c([nH]c2c1)[C@@H](CO)N(C(=O)CN(C)C)CC31CCN(Cc2ccncc2)CC1	4.9	-1.0	-1.0	/
C[C@@H]1CN([C@H](C)CO)C(=O)c2cc(NC(=O)c3ccncc3)ccc2O[C@H]1CN(C)S(C)(=O)=O	-7.1	0.6	19.3	-1.6
C[C@H]1CN([C@@H](C)CO)C(=O)c2cccc(NC(=O)NC3CCCCC3)c2O[C@@H]1CN(C)CC1CC1	-3.0	-1.7	-25.6	76.1
CNC[C@@H]1OCCCC[C@@H](C)Oc2ccc(NC(=O)CCCN(C)C)cc2C(=O)N([C@H](C)CO)C[C@H]1C	-2.1	2.6	31.5	-20.6
O=C(C1CC1)N1[C@H](CO)[C@H]2c3ccccc3NC[C@H]21	-1.5	-0.8	-6.0	-18.6
O=C(C[C@@H]1C[C@H]2c3cc(NC(=O)NC4CCCC4)ccc3O[C@H]2[C@@H](CO)O1)NCCc1ccccc1	7.2	-3.2	-11.8	/
C[C@H](CO)N1C[C@H](C)[C@H](CN(C)S(=O)(=O)c2ccccc2)Oc2ccc(NC(=O)CCN3CCOCC3)cc2CC1=O	-1.9&-2.3	12.0	-13.1	/

# Reformatted field by field: entries from further up
COc1ccc2c3c([nH]c2c1)[C@@H](CO)N(C(=O)CN(C)C)CC31CCN(Cc2ccncc2)CC1
  C diff growth = 4.9; KDM4C inh = -1.0; Pf Dd2 growth = -1.0; Tcruzi prolif = /
C[C@H]1CN([C@@H](C)CO)C(=O)c2cccc(NC(=O)NC3CCCCC3)c2O[C@@H]1CN(C)CC1CC1
  C diff growth = -3.0; KDM4C inh = -1.7; Pf Dd2 growth = -25.6; Tcruzi prolif = 76.1
O=C(C[C@@H]1C[C@H]2c3cc(NC(=O)NC4CCCC4)ccc3O[C@H]2[C@@H](CO)O1)NCCc1ccccc1
  C diff growth = 7.2; KDM4C inh = -3.2; Pf Dd2 growth = -11.8; Tcruzi prolif = /

# Next section:
mol	C diff growth	KDM4C inh	Pf Dd2 growth	Tcruzi prolif
O=C(O)C[C@H]1C[C@H]2c3cc(NS(=O)(=O)c4ccccc4)ccc3O[C@H]2[C@@H](CO)O1	-6.8	-1.1	-1.6	/
O=C(C1CCOCC1)N1CC(=O)N2[C@H](C1)[C@H](c1ccc(C#CC3CCCC3)cc1)[C@@H]2CO	-6.5	1.2	3.3	/
C[C@H](CO)N1C[C@H](C)[C@@H](CN(C)C)Oc2cc(C#Cc3cccc(F)c3)ccc2S1(=O)=O	20.8	0.8	30.5	73.1
COc1ccc(-c2ccc3c(c2)[C@@H]2[C@@H](CCN2C(=O)c2cnccn2)[C@@H](CO)N3)cc1	-7.0	0.9	-21.1	90.9
O=C(C1CCOCC1)N1CC(=O)N2[C@H](C1)[C@@H](c1ccc(C#Cc3cccc(F)c3)cc1)[C@@H]2CO	-18.5	-1.5	-38.0	/
C[C@@H]1CCCCO[C@H](CN(C)Cc2ccc(C(=O)O)cc2)[C@@H](C)CN([C@H](C)CO)C(=O)c2cc(NC(=O)c3ccncc3)ccc2O1	-8.5	-2.3	39.0	98.2
Cc1noc(C)c1S(=O)(=O)Nc1ccc2c(c1)CC(=O)N([C@H](C)CO)C[C@H](C)[C@@H](CN(C)Cc1ccccc1)O2	-0.3	0.3	-18.7	56.8
C[C@H](CO)N1C[C@H](C)[C@@H](CN(C)S(=O)(=O)c2cccs2)Oc2ccc(NC(=O)CCCN(C)C)cc2C1=O	/	2.5	-3.4	-19.5
COCC(=O)N(C)C[C@H]1Oc2ncc(-c3ccc(F)cc3)cc2C(=O)N([C@H](C)CO)C[C@@H]1C	0.3	-0.3	49.4	-17.4
C[C@H]1CN([C@@H](C)CO)C(=O)c2cc(-c3cccc(C#N)c3)cnc2O[C@H]1CN(C)Cc1cncnc1	3.1	-0.4	21.7	-12.1
COc1cccc(CN2[C@@H](CO)[C@@H](c3ccccc3)C23CN(C(=O)C2CC2)C3)c1	-0.9	-0.9	-3.0	/
O=C(C[C@@H]1C[C@@H]2c3cc(NS(=O)(=O)c4ccc(F)cc4)ccc3O[C@@H]2[C@H](CO)O1)NCc1ccc(Oc2ccccc2)cc1	-0.7	0.5	-58.8	105.0*
COc1ccc(C#Cc2ccc3c(c2)[C@@H]2[C@@H](CCN2S(=O)(=O)c2ccccc2C)[C@@H](CO)N3C)cc1	-1.9	20.6	-57.3	32.6

# Screening data from PubChem BioAssay.

# Outcome played no part in choosing rows, and some 7% of all compounds hit somewhere here.
